Screening results from PubChem BioAssay.
FBA Mtb inh: Mtb fructose-bisphosphate aldolase inhibition | 360,000 compounds, 2.3% hits | inhibition, % at 1 µM | P9WQA3 | purified M. tuberculosis FBA, fluorescence read-out | AID 588726; in the data active = inhibition above about 27%;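 also: 0% = vehicle and 100% = reference inhibitor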
Target sequence (P9WQA3 whole entry, looked up): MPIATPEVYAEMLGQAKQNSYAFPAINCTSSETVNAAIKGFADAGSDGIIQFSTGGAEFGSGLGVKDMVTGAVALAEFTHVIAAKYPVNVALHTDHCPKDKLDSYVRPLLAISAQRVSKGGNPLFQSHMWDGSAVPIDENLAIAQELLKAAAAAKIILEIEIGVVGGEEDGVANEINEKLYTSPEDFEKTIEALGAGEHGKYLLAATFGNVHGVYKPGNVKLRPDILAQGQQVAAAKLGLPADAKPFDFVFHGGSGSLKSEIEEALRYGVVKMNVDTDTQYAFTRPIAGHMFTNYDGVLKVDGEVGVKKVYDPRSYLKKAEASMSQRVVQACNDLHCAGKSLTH
PrPC TRFRET: reduces human prion protein on the cell surface. inhibition, % at 13.8 µM. P04156. cell surface PrPC, TR-FRET read-out. 370,000 compounds, 0.43% hits; in the data active = inhibition above about 24%; also: 0% = median of the test wells and 100% = reference compound wells
CCHF vOTU inh: CCHFV vOTU protease inhibition | 370,000 compounds, 0.55% hits | AID 651958 | inhibition, % at 11.5 µM | Pep-AMC fluorescence; also: 0% = vehicle wells with enzyme and 100% = no enzyme wells
GDH-TPI inh: GDH-TPI coupled enzyme inhibition counter-screen; 360,000 compounds, 1.2% hits; GDH-TPI coupled enzyme counterscreen, NADH absorbance; inhibition, % at 4.8 µM;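 also: 0% = DMSO wells and 100% = wells lacking the enzyme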
BoNT F protease: BoNT F light chain protease inhibition. Multiplex microsphere protease cleavage assay, flow cytometry. inhibition, % at 10 µM. 360,000 compounds, 0.22% hits. AID 588497; in the data active = inhibition above about 35%, passing the limit was not always enough; inconclusive = no clear call, values can overlap the other calls; also: plate controls were buffer without enzyme for full effect and enzyme alone for no effect
BoNT-A LC inh2: BoNT A light chain protease inhibition; 360,000 compounds, 0.17% hits; inhibition, % at 10 µM; multiplex microsphere protease substrate cleavage, flow cytometry; in the data active = inhibition above about 30%; inconclusive = no clear call, values can overlap the other calls; also: plate controls were buffer without enzyme for full effect and enzyme alone for no effect
FadD28 FP inh: M. tuberculosis FadD28 bisubstrate binding inhibition | FadD28 bisubstrate probe binding, fluorescence polarization | inhibition, % at 12.5 µM | 360,000 compounds, 0.22% hits | AID 588549; in the data active = inhibition above about 8.5%, passing the limit was not always enough; inconclusive = no clear call, values can overlap the other calls
UGM FP inh: blocks M. tuberculosis UGM enzyme; P9WIQ1; purified UGM, fluorescence polarization probe displacement; inhibition, % at 10 µM; 320,000 compounds, 0.06% hits; AID 504406; in the data active = inhibition above about 10%, passing the limit was not always enough; inconclusive = no clear call, values can overlap the other calls
Target sequence (P9WIQ1 whole entry, looked up): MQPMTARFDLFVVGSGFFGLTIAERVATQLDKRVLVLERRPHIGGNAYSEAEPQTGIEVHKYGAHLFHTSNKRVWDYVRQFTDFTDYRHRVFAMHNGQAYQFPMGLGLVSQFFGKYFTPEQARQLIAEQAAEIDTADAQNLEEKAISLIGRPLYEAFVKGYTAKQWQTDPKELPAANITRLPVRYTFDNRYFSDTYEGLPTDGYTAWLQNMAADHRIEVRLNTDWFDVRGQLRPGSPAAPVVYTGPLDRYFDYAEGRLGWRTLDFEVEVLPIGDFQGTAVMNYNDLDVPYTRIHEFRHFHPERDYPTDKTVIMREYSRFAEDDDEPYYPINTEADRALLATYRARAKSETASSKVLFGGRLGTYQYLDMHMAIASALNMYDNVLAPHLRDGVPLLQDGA
Mtb BioA inh: BioA (M. tuberculosis) enzyme inhibition | 360,000 compounds, 0.096% hits | purified M. tuberculosis BioA enzyme, plate reader | inhibition, % at 9.99 µM | AID 602481; in the data active = inhibition above about 40%; inconclusive = no clear call, values can overlap the other calls
Numbers without * were called inactive; ? = inconclusive; . = not tested or not shown; & = joins results of further samples. Rule as the data show it, unless noted: active = inhibition above about 30%; inactive = the rest.

1: C=CCSc1nnc2n(CCc3ccccc3)c(=O)c3c4c(sc3n12)COC(C)(C)C4
2: O=C(CN1C(=O)C2CCCCN2C(=O)c2ccccc21)N1CCCc2ccccc21 (configuration not stated)
3: CC(=O)OCC(=O)Nc1ccc(N=Nc2ccccc2)cc1
4: O=C(NCCOC(=O)C1COc2ccccc2O1)C1COc2ccccc2O1 (configuration not stated)
5: CC12CN3CCN(CC(C3)/C1=N/NC(=O)Nc1ccccc1)C2
6: Cc1cc(=O)oc2cc(NC(=S)NCc3cccnc3)ccc12
7: Cn1c(SCC(=O)N/N=C/C=C/c2ccco2)nc2ccccc21
8: Cc1c(NC(NC(=O)CF)C(Cl)(Cl)Cl)c(=O)n(-c2ccccc2)n1C (configuration not stated)
assay / compound	1	2	3	4	5	6	7	8
FBA Mtb inh	2	0	-9	-1	0	26	-2	1
PrPC TRFRET	1	-3	-17	7	4	9	2	-1
CCHF vOTU inh	5	-1	24	5	-8	-14	6	4
GDH-TPI inh	4	3	37*	7	-7	8	22	-3
BoNT F protease	-4	-2	-3	-5	-2	-5	4	6
BoNT-A LC inh2	-0.3	0.2	-0.2	-0.2	-0.8	0.0	0.1	0.7
FadD28 FP inh	-2.5	-3.9	-3.1	-1.8	-2.1	0.1	-1.0	-1.4
UGM FP inh	-0.3	0.3	0.1	2.1	1.8	-0.6	-4.5	1.1
Mtb BioA inh	0.2	2.3	.	-0.3	.	0.2	.	-2.4

9: CCCCCOC(=O)c1ccccc1C(=O)O
10: Cc1nc2ccc(S(=O)(=O)Nc3cccc(-c4nc5cccnc5s4)c3)cc2s1
11: Cc1ccc(C(=O)N/C(=C\c2ccc(Br)cc2)c2nc(=S)[nH][nH]2)cc1
12: COc1ccccc1NC(=O)COc1cccc(-n2cnnn2)c1
13: CCCc1nc2cc(C)c(Br)c(C)n2c1Cc1ccc(OC)cc1C
14: COc1cc(NC(=O)c2cccs2)c(C(=O)OCC(=O)NCc2ccccc2)cc1OC
15: C#CCOCCOCCOCCNc1nc(N2CCN(C(=O)CCCCCCCCCCNC(=O)[C@@H](CCSC)n3cc(CCO)nn3)CC2)nc(N2CCN(C(=O)CCCCCCCCCCNC(=O)[C@H](CCCN=C(N)N)n3cc(C[C@@H](C)CC)nn3)CC2)n1
16: O=C1CNC(=S)N1CCCc1ccccc1
assay / compound	9	10	11	12	13	14	15	16
FBA Mtb inh	-2	19	-4	-6	.	1	1	1
PrPC TRFRET	-2	-1	-6	8	-1	-4	.	.
CCHF vOTU inh	-4	2	0	4	18	3	.	.
GDH-TPI inh	0	15	13	-6	.	5	10	2
BoNT F protease	-6	-5	12	-10	-11	1	-53	2
BoNT-A LC inh2	-0.6	-0.7	14	-6.3	-0.8	-0.9	-1.5	1.2
FadD28 FP inh	-1.4	-2.9	-6.5	-1.5	.	0.4	11*	-1.9
UGM FP inh	0.1	-2.8	-2.8	3.8	.	0.3	-1.9	-0.8
Mtb BioA inh	0.9	4.1	-0.4	-2.8	.	0.3	-0.9	.

Part of the list above in another layout:
Values in the order – FBA Mtb inh	PrPC TRFRET	CCHF vOTU inh	GDH-TPI inh	BoNT F protease	BoNT-A LC inh2	FadD28 FP inh	UGM FP inh	Mtb BioA inh
(13) CCCc1nc2cc(C)c(Br)c(C)n2c1Cc1ccc(OC)cc1C
 : .	-1	18	.	-11	-0.8	.	.	.
(16) O=C1CNC(=S)N1CCCc1ccccc1
 : 1	.	.	2	2	1.2	-1.9	-0.8	.
(11) Cc1ccc(C(=O)N/C(=C\c2ccc(Br)cc2)c2nc(=S)[nH][nH]2)cc1
 : -4	-6	0	13	12	14	-6.5	-2.8	-0.4
(12) COc1ccccc1NC(=O)COc1cccc(-n2cnnn2)c1
 : -6	8	4	-6	-10	-6.3	-1.5	3.8	-2.8

More compounds follow:
17: C=C(C)CNC(=S)NNC(=O)CCn1c2ccccc2c2ccccc21
18: COc1ccc(Cc2c(O)nc(SCC(=O)NC(C)(C)C)[nH]c2=O)cc1
19: C=C(c1ccc(O)cc1)c1ccc(O)cc1
20: CCS(=O)(=O)NCCCc1ccccc1
21: CC(C)NC(=O)C(c1ccc(F)cc1)N(C(=O)CCC(=O)Nc1ccccn1)C1CCCC1 (configuration not stated)
22: O=C(O)CCCC(=O)N1CCCC1
23: O=C(OCN1C(=O)c2ccccc2C1=O)c1cccc(OC(F)F)c1
24: COc1ccc(S(=O)(=O)NCC(c2ccc(F)cc2)N2CCOCC2)cc1Br (configuration not stated)
assay / compound	17	18	19	20	21	22	23	24
FBA Mtb inh	0	4	2	2	1	1	2	3
PrPC TRFRET	5	7	11	5	0	-1	4	-4
CCHF vOTU inh	6	-4	11	-6	7	-7	-4	-30
GDH-TPI inh	13	1	-2	5	-2	-1	7	3
BoNT F protease	-6	-2	8	-2	-2	0	-8	-6
BoNT-A LC inh2	0.4	0.1	1.8	0.7	-3.0	-0.7	-3.8	-6.3
FadD28 FP inh	-3.1	-1.3	-5.2	-1.9	-0.5	0.0	-1.3	-2.4
UGM FP inh	1.1	0.7	0.4	2.6	2.2	1.2	4.0	.
Mtb BioA inh	-0.7	.	0.4	-0.3	-1.0	.	0.0	1.2

25: OCC[n+]1c2ccccc2nc2ccc(N3CCOCC3)cc21
26: Cc1cc(C)nc(NC(C)(C)C(=O)O)n1
27: Cc1ccc(N=Cc2c(O)c3ccccc3oc2=O)c(C)c1
28: CCOC(=O)C1(C)CCCN1C(=O)c1snnc1C (configuration not stated)
29: O=C(CN1CCCC1)Nc1ccc(Br)cc1
30: OCC[C@@H]1C[C@H](O)[C@@H](O)[C@@]2(OCCCc3ccccc32)O1
31: COc1cccc(-c2n[nH]nc2C2=CC(=O)CC(C)(C)C2)c1
32: C=C(C)CN(CC)C(=O)COc1ccc(S(=O)(=O)Nc2ccc(OC)cc2)cc1
assay / compound	25	26	27	28	29	30	31	32
FBA Mtb inh	2	5	3	-3	-2	1	3	-1
PrPC TRFRET	-45	1	9	4	8	-5	-7	0
CCHF vOTU inh	11	2	3	6	8	-3	8	3
GDH-TPI inh	-2	-14	4	6	-8	-2	12	1
BoNT F protease	7	0	-9	-6	-8	-1	-9	0
BoNT-A LC inh2	2.4	-0.1	0.8	0.0	-0.1	-0.1	-0.3	0.0
FadD28 FP inh	-1.4	-3.8	-1.4	-4.0	-4.7	-0.9	-3.7	-3.5
UGM FP inh	1.8	-1.3	1.7	.	1.9	-0.9	.	1.3
Mtb BioA inh	-0.9	.	-2.1	0.2	.	-1.2	-0.2	-493

33: COC(=O)c1cccc(C23CC4(C2)[C@H](CN(C)[C@@H]4c2ccccc2)C3c2ccc(C(F)(F)F)cc2)c1 (some centres not stated)
34: FC(F)(F)c1cnc(Oc2ccccc2-c2nnco2)c(Cl)c1
35: COc1ccc(OCc2nnc3n2N=C(c2ccccc2)C(CC(=O)O)S3)cc1 (configuration not stated)
36: Cc1ccc(N2C(=O)C3C(C(=O)c4ccccc4)=NN(c4ccccc4)C3C2=O)cc1 (configuration not stated)
37: O=S(=O)(c1ccccc1)c1nc(-c2ccco2)oc1NCc1ccco1
38: Cc1ccc2c(c1)N(CCC(=O)NC1CCCCC1)C(=O)CO2
39: CCOc1cccc2cc(C(=O)NCc3ccc(F)cc3)c(=N)oc12
40: CC(C)c1ccc(C(=O)N2CCCC(c3cc(C(=O)NCc4ccccc4)no3)C2)cc1 (configuration not stated)
assay / compound	33	34	35	36	37	38	39	40
FBA Mtb inh	0	2	2	1	1	-5	-1	-3
PrPC TRFRET	-8	0	-12	-1	1	5	0	14
CCHF vOTU inh	-1	-2	27	-5	9	-16	-4	9
GDH-TPI inh	-4	-1	0	14	8	-9	-4	-3
BoNT F protease	-11	-7	3	-12	-2	5	0	0
BoNT-A LC inh2	-0.8	-0.3	0.8	14	-0.2	1.2	-0.1	0.2
FadD28 FP inh	-3.2	0.5	-0.4	-3.0	-4.6	-4.1	-0.9	-4.3
UGM FP inh	1.1	-2.0	2.5	.	0.9	2.7	-0.8	.
Mtb BioA inh	-3.5	1.6	1.1	-2.9	0.9	-0.7	-0.9	-1.0

41: O=S1(=O)CC(N2CCN(Cc3ccccc3F)CC2)CN1Cc1cn(Cc2cccc(Cl)c2)nn1 (configuration not stated)
42: O=C(c1cc2c(=O)n3ccccc3nc2s1)N1CCN(Cc2ccc3c(c2)OCO3)CC1
43: Cc1cc2[nH]c(=O)c(=O)[nH]c2cc1S(=O)(=O)N1CCN(c2ccccc2F)CC1
44: CSc1nc2nc3c(cc2c(=O)n1-c1ccccc1C)COC(C)(C)C3
45: CC1=C(C(=O)OC(C)C)C(c2ccc(Cl)cc2)n2c(s/c(=C\c3ccc(OCC(=O)O)cc3)c2=O)=N1 (configuration not stated)
46: Nn1c(SC/C=C/c2ccccc2)nnc1-c1ccccn1
47: COc1ccc(CCNC(=O)c2cc(-c3ccccc3)c(N3CCOCC3)s2)cc1OC
48: C[C@H](CO)N1C[C@H](C)[C@@H](CN(C)S(=O)(=O)c2cn(C)cn2)Oc2ccc(NC(=O)Cc3ccccc3)cc2C1=O
assay / compound	41	42	43	44	45	46	47	48
FBA Mtb inh	.	96*	7	1	-3	7	2	11
PrPC TRFRET	-4	-10	-1	0	0	2	-5	-4
CCHF vOTU inh	2	-99	18	15	-13	-1	3	-8
GDH-TPI inh	.	10	18	17	29	5	10	-6
BoNT F protease	4	-6	-2	-2	.	-6	-7	-2
BoNT-A LC inh2	0.5	2.6	0.0	-0.9	.	-1.0	-0.4	0.2
FadD28 FP inh	.	-3.2	0.6	0.1	0.9	-3.7	1.4	-1.2
UGM FP inh	.	0.6	1.4	1.6	5.1	1.1	-1.7	-1.4
Mtb BioA inh	.	.	-1.7	-0.6	1.3	1.4	-0.2	-0.6&-0.8

49: O=S(=O)(Nc1ccc2[nH]ncc2c1)c1ccccc1Cl
50: COc1ccc(NCCc2ccccn2)cc1
51: C#CCOC(=O)c1csc2nnsc12
52: CNc1nc(N)c([N+](=O)[O-])c(N2CCCCCC2)n1
53: Cc1nn(C)c(Cl)c1/C=C/C(=O)O
54: CCN1CCN(C2=C(Cl)C(=O)N(Cc3ccccc3)C2=O)CC1
55: CCOC(=O)Cc1cc(=O)n2[nH]c(-c3ccc(C)cc3)cc2n1
56: O=C(CNc1ccccc1Cl)c1ccc(Br)cc1
assay / compound	49	50	51	52	53	54	55	56
FBA Mtb inh	-2	-2	-3	0	-2	-2	7	-1
PrPC TRFRET	5	-1	-3	-5	-1	-13	3	1
CCHF vOTU inh	-2	-12	2	2	-9	-5	-1	-7
GDH-TPI inh	10	2	10	6	8	1	-1	-12
BoNT F protease	-3	3	2	?	6	-4	-7	-8
BoNT-A LC inh2	1.5	-0.4	?	0.0	0.1	-0.6	-0.4	2.1
FadD28 FP inh	0.0	-1.7	-0.1	-3.8	0.8	-0.3	-0.4	-3.1
UGM FP inh	-1.5	-1.0	-1.0	2.0	0.2	1.4	0.4	-0.8
Mtb BioA inh	-0.7	1.4	0.3	.	.	-3.1	-1.7	-0.5

57: C=C[C@@]1(C)CC(=O)[C@]2(O)[C@@]3(C)[C@@H](O)CCC(C)(C)[C@@H]3[C@H](OC(C)=O)[C@H](O)[C@@]2(C)O1
58: COc1ccc(CN2CNc3c(c(=O)n(C)c(=O)n3C)C2)cc1
59: O=C(CC(c1ccccc1)c1cc(Cl)ccc1O)NCCCN1CCOCC1 (configuration not stated)
60: C[C@@H]1CN([C@H](C)CO)C(=O)CCCn2nncc2CO[C@H]1CN(C)Cc1cccc(C(F)(F)F)c1
61: CCn1c([N+](=O)[O-])nc2c1c(=O)[nH]c(=O)n2C
62: CCOC(=O)N1CCN(C(=O)c2cc3c(=O)[nH]c4ccccc4c3s2)CC1
63: CCOC(=O)C(O)(c1ccc(N(CC)S(=O)(=O)c2ccc(C)cc2)cc1)C(F)(F)F (configuration not stated)
assay / compound	57	58	59	60	61	62	63
FBA Mtb inh	-1	-2	3	-1	1	10	1
PrPC TRFRET	21	6	-9	0	5	-4	16
CCHF vOTU inh	-8	0	4	-5	11	10	11
GDH-TPI inh	1	4	13	-1	-1	13	1
BoNT F protease	3	-25	20	-2	-2	2	70*
BoNT-A LC inh2	-0.4	-2.7	2.3	-0.4	-0.3	0.5	7.8
FadD28 FP inh	-2.5	-1.1	-0.6	-3.7	-1.2	-1.0	-1.0
UGM FP inh	-2.6	0.0	0.9	.	.	-1.2	2.1
Mtb BioA inh	-1.0	4.4	-0.8	0.2&2.6	-0.4	0.5	1.4
